# Bcl-B Bim block: inhibitors of Bim-Bcl-B interaction, human | bead-based flow cytometry, Bim peptide-Bcl-B binding | inhibition, % at 10 µM | 0.073% of 190,000 active | Q9HD36 | AID 951;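 also: 0% = tracer peptide without compound and 100% = reference inhibitor peptide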
# RGS4-Gao reg: modulates binding of RGS4 to human Galphao; binding response (% of control), % at 10 µM; Multiplexed bead flow cytometry; actives lie on both sides; 0.33% of 220,000 active; P09471; AID 1415; in the data active = binding response below about 49% or above about 150%; inactive = in between;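 also: fluorescent Galphao activated with aluminum fluoride binding bead-coupled RGS4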
# Bim-Bcl-XL: disrupts Bim peptide binding to human Bcl-XL. 0.04% of 190,000 active. Q07817. AID 1007. bead flow cytometry, fluorescence. inhibition, % at 10 µM
# RGS8-Gao: modulates binding of RGS8 to human Galphao | P09471 | response (percent of control binding), % at 10 µM | 0.34% of 220,000 active | multiplexed bead flow cytometry; actives lie on both sides | AID 1423; in the data active = response below about 60% or above about 140%; inactive = in between;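 also: Galphao activated as the GDP aluminium fluoride complex binding bead-coupled RGS8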
# Mcl-1 Bim block: human Bim-Mcl-1 interaction inhibition. Bead-based flow cytometry, Bim peptide-Mcl-1 binding. inhibition, % at 10 µM. 0.1% of 190,000 active;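 also: 0% = no compound tracer wells and 100% = peptide blocker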
# Bim-Bcl-2: human Bim-Bcl-2 interaction inhibition. 0.06% of 190,000 active. inhibition, % at 10 µM. Bead-based flow cytometry, Bim peptide-Bcl-2 binding. P10415; in the data active = inhibition above about 40%; inconclusive = no clear call, values can overlap the other calls;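 also: 0% = no compound wells with probe peptide and 100% = reference peptide inhibitor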
# RGS7-Gao: human RGS7-Galphao interaction regulation; Multiplexed bead flow cytometry, RGS7-Galphao binding; actives lie on both sides; binding response (% of control), % at 10 µM; 0.35% of 220,000 active; AID 1439; in the data active = binding response below about 49% or above about 150%; inconclusive = no clear call, values can overlap the other calls; inactive = in between;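 also: fluorescent Galphao held in activated GDP-AlF4 state binding bead-coupled RGS7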
# Bfl-1 Bim block: inhibitors of Bim-Bfl-1 interaction, human | Q16548 | Bead-based flow cytometry, Bim-Bfl-1 binding inhibition | inhibition, % at 10 µM | 0.12% of 190,000 active | AID 1008;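 also: 0% = wells without compound plus tracer and 100% = blocker peptide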
# ABCB1 inh: blocks JC-1 efflux by human ABCB1 transporter | P08183 | CCRF-Adr cells, flow cytometry | inhibition, % at 6.6 µM | 0.067% of 190,000 active | AID 1326; in the data active = inhibition above about 40%;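 also: 0% = vehicle and 100% = reference inhibitor; higher value means more JC-1 retained so stronger ABCB1 efflux block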
# Target sequence (P08183 whole entry, looked up): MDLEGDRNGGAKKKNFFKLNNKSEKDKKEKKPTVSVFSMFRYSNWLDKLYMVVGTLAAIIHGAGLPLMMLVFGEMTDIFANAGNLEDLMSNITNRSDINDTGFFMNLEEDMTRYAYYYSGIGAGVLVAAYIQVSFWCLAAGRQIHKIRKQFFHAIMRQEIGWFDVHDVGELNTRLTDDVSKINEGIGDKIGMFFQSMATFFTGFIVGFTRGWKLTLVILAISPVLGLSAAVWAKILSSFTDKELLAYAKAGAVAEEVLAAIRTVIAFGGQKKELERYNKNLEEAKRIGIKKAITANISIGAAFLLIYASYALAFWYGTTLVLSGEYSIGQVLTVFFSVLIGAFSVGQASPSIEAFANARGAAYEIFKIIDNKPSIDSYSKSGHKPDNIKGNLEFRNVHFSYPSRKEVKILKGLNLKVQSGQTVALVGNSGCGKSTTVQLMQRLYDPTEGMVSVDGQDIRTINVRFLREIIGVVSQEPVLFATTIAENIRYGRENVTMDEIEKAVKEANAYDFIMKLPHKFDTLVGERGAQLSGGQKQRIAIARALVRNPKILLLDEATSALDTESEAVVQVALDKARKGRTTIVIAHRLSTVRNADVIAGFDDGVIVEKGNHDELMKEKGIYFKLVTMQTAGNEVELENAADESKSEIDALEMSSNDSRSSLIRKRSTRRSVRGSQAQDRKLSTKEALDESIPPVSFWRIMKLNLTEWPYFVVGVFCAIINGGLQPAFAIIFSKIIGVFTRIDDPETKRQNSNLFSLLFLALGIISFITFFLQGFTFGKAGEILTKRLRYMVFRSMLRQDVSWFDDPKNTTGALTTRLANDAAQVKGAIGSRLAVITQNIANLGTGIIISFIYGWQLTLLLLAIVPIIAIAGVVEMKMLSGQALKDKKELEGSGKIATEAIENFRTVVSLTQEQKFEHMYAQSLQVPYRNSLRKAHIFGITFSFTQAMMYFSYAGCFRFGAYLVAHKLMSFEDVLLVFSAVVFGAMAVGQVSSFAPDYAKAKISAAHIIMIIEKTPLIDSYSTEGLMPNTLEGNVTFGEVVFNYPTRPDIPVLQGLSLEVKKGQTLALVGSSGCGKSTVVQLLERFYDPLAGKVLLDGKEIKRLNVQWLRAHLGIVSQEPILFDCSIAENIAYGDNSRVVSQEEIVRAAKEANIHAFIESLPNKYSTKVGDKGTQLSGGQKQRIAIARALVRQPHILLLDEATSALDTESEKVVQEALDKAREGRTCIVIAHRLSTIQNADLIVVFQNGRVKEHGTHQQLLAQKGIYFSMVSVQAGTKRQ
# Bim-Bcl-W: disrupts Bim peptide binding to human Bcl-W | inhibition, % at 10 µM | AID 952 | 0.02% of 190,000 active | Q92843 | bead-based flow cytometry;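 also: 0% = bound tracer without compound and 100% = peptide blocker; higher means less fluorescent Bim peptide bound to Bcl-W beads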
# ABCG2 block: inhibitors of human ABCG2 transporter, ABCB1 counter-screen | IgMXP3 cells, JC-1 efflux, flow cytometry | Q9UNQ0 | inhibition, % at 6.6 µM | AID 1325 | 0.1% of 190,000 active;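 active = inhibition above 80%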;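 also: 0% = DMSO and 100% = nicardipine control wells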
#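 Test system: IgMXP3 cells (ABCG2) mixed with DDAO far-red-labelled CCRF-Adr cells (ABCB1). Reagent: JC-1 transporter substrate. Compound dosing: single test compound dose, 6.6 µM final. Times: 10 min compound exposure, 25 °C. Detection: flow cytometry of retained JC-1 fluorescence. Read-out basis: efflux inhibition in percent versus controls. Controls: nicardipine and DMSO wells.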
# Active calls of the source: *; ? = inconclusive. Rule as the data show it, unless noted: active = inhibition above about 40%.
smiles	Bcl-B Bim block	RGS4-Gao reg	Bim-Bcl-XL	RGS8-Gao	Mcl-1 Bim block	Bim-Bcl-2	RGS7-Gao	Bfl-1 Bim block	ABCB1 inh	Bim-Bcl-W	ABCG2 block
CCNC(=O)N1CCNC(=O)C1CC(=O)OC (stereo unspecified)	-7	96	0	98	2	-6	102	-12	-0.6	4	35
CCOC(=O)C(C)On1c(SC(C)C(=O)OCC)nc2ccccc2c1=O (stereo unspecified)	-8	102	-6	101	-1	-12	101	-19	1.1	1	9
CN(C)C(=O)c1c2c(nc3ccccc13)-c1ccccc1CC2	-5	101	-3	100	-4	-4	102	-11	0.3	-1	7
O=C(Nc1ccc(N2CCN(Cc3ccccc3)CC2)cc1)c1ncn[nH]1	-6	100	-4	100	-1	2	99	1	0.2	0	1
Cc1nc2c(Br)c3nc(C(F)(F)F)[nH]c3c(Br)c2[nH]1	-5	98	-6	102	0	-6	96	-10	0.3	2	1
O=C(Cc1ccc(F)cc1)Nc1cccc2cccnc12	10	98	6	105	3	-3	98	1	0.8	3	11
O=C(NCc1ccccc1)c1csc2c1CCCCC2	2	100	5	98	0	0	100	4	0.2	6	1
CN(C)CCCN(C(=O)COc1ccccc1)c1nc2c(F)cccc2s1	-5	104	-3	104	-2	-5	102	-5	0.4	0	2
COc1ccc2ccccc2c1/C=N/NC(=O)c1sc(N)c(C#N)c1C	-1	97	-2	87	-6	1	93	-3	0.6	-2	-1
CCN(CC(=O)Nc1ccc2c(c1)OCCO2)S(=O)(=O)c1cccs1	1	99	0	101	-3	1	98	1	0.7	1	3
Cc1ccccc1Cn1cc(S(=O)(=O)CC(=O)N2CCCCC2)c2ccccc21	0	115	-1	132	3	1	110	6	0.7	0	3
C=CCNc1nc(NCC)nc(N2CCOCC2)n1	-8	101	-3	101	-2	-2	102	-2	0.7	-1	3
CCCCC(CC)Cn1c2nc3ccccc3nc2c2c(=N)oc(C)nc21 (stereo unspecified)	-4	100	0	100	0	-6	99	-8	0.2	0	1
CCc1nnc(NC(=O)CSc2ncnc3c2cnn3-c2ccc(OC)cc2)s1	0	99	0	102	0	0	101	0	0.2	0	1
O=C1c2ccccc2NC(c2ccccc2Br)N1CCCN1CCOCC1 (stereo unspecified)	2	103	-2	110	0	0	108	4	1.1	-1	1
Cc1cc(C)c(S(=O)(=O)NCCn2ccc3ccccc32)c(C)c1	-6	100	-6	101	-3	-7	105	-13	0.5	0	3
COc1nc(Nc2ccc(O)cc2)nc(OC(C(F)(F)F)C(F)(F)F)n1	-6	101	5	100	0	-6	99	-12	0.2	0	3
CN1CCN(CCCCOc2ccccc2C=O)CC1	-3	101	-1	103	-3	-2	101	-7	0.3	-4	1
Cn1c(=O)c2c(nc(N/N=C/c3ccc(OC(=O)c4ccco4)cc3)n2Cc2ccc(F)cc2)n(C)c1=O	-3	96	-3	89	-10	-2	99	0	1.5	-10	-5
Cc1cc(C)cc(-n2ccnc2SCC(=O)O)c1	-1	103	-2	103	0	0	102	1	-0.3	-3	-2
COc1cc(OC)cc(C(=O)N[C@H](C(=O)Nc2cc(C)cc(C)c2)C(C)C)c1	-4	95	-4	99	0	-6	91	-4	0.0	-1	3
Cc1ccc(/C=N/NC(=O)NC2CCCCC2)o1	-7	95	-5	97	0	0	95	1	0.6	0	2
COC(=O)[C@@H](NC(=O)c1ccc(OC2CCN(Cc3ccccn3)CC2)cc1)C(C)C	-9	101	-3	102	-2	-6	100	-7	-0.9	0	-2
O=C(CN1CCN(c2ncccn2)CC1)NCc1ccc2c(c1)OCO2	-2	104	0	100	2	-4	109	-4	0.5	1	2
Fc1ccc(C2CC(c3ccc(F)cc3)n3ncnc3N2)cc1 (stereo unspecified)	-3	90	11	97	0	-6	101	-13	-2.0	0	-1
O=C(Nc1ccon1)c1ccc(S(=O)(=O)N2CCOCC2)cc1	-3	101	-3	106	-3	-5	102	-5	0.0	0	-3
O=C(NC(=S)NCc1ccc(-c2nc3ccccc3s2)cc1)c1ccco1	-6	100	-5	96	-9	-4	101	-3	0.6	-4	3
O=C(COc1cccc2cccnc12)Nc1ccccc1	-4	98	-1	96	-2	-1	96	-4	0.4	0	1
CCCNC(=O)c1[nH]c(C)c(C(=O)OCC)c1C	-11	104	-7	103	-5	-4	103	-2	1.5	-4	16
COc1ccccc1-c1nnc(SC(C)C(=O)O)n1-c1ccccc1 (stereo unspecified)	-2	98	0	97	-2	-2	100	-7	0.3	-4	1
Cc1cccc(NC(=O)C(c2ccccc2Cl)N2CCOCC2)c1 (stereo unspecified)	-1	56	-3	65	-1	-6	62	-3	0.2	-4	6
CCN(CC)CCN1C(=O)C(=O)/C(=C(/O)c2ccc(OC)cc2)C1c1ccco1 (stereo unspecified)	-4	105	-7	112	-9	-4	104	-7	-1.9	-5	-10
Cc1cc(NC(=O)COC(=O)CSCc2ccc(Cl)c(Cl)c2)no1	0	109	-2	105	-2	-1	102	-4	1.0	-4	4
CCOC(=O)c1cnc(SC2CC(=O)N(c3ccccc3)C2=O)nc1N (stereo unspecified)	-10	100	-8	101	-8	-14	103	-15	0.6	-1	12
CCN1CCN(c2c(Cl)cccc2NC(=O)c2ccc(Br)o2)CC1	-9	104	-11	103	-2	-9	99	-10	1.2	-1	8
Cc1ccc(S(=O)(=O)N/N=c2\sc3ccccc3n2C)cc1	17	103	32	86	24	32	100	38	-0.8	20	-4
COC(=O)c1ccc(C)c(NC(=O)c2ccc(Cn3cc([N+](=O)[O-])cn3)o2)c1	-3	101	-4	100	-4	-1	103	-1	1.5	-1	28
Cc1nc2ccc(NC(=O)N3CCCCC3)cc2s1	-10	101	-9	104	-2	-12	101	-13	0.3	-2	2
Cc1onc(-c2ccccc2)c1C(=O)Nc1ccc(S(=O)(=O)NC2=NCCCCC2)cc1	-10	99	-11	97	-7	-15	102	-20	1.2	-3	35
COc1ccc(-c2[nH]ncc2-c2cscn2)c(O)c1	0	103	0	100	-4	-2	?	4	-0.8	0	0
COc1cc(NC(=O)CN2C(=O)NC(C)(CC(C)C)C2=O)cc(OC)c1 (stereo unspecified)	-9	101	-5	107	-2	-12	109	-13	0.7	-1	6
CN(C)c1ccc(C(=S)N2CCCCC2)cc1	-6	105	-2	106	-1	-1	104	-7	-0.2	-1	-1
CN(C)/C=C(/C(=O)c1ccc(Cl)cc1)n1cncn1	0	100	1	101	0	0	?	-4	0.3	1	4
Cn1nccc1C(=O)Oc1cccc(/C=N/NC(=O)c2ccccc2O)c1	1	97	-2	95	0	0	97	-2	6.7	-1	10
O=C(N/N=C/c1ccc(-c2ccccc2Cl)o1)c1ccccc1	1	94	0	97	0	0	92	-1	-0.2	0	8
O=C(C1CCCN1S(=O)(=O)c1ccc(Cl)c(Cl)c1)N1CCCCC1 (stereo unspecified)	-1	100	-3	97	-2	-6	99	-2	1.2	-4	13
CCSc1nc(C)c(C(C)=O)cc1C#N	-8	100	-4	99	-2	-8	103	-21	0.4	0	27
CCn1c(SCC(=O)N2CCCc3ccccc32)nc2c1c(=O)n(C)c(=O)n2C	-4	97	-1	99	3	-4	100	-11	0.5	1	2
CCCCCC(=O)Nc1cccc(-c2nc3ncccc3o2)c1	2	96	1	97	0	-3	95	0	0.5	0	2
COC(=O)c1cc(Br)c(=O)n(CCc2ccccc2)c1	-4	103	-3	102	-4	0	103	0	0.2	-1	0
Cc1ncc(CO)c(/C=N/NC(=S)Nc2ccc(Cl)c(Cl)c2)c1O	-11	94	-7	96	-1	0	88	-2	-2.4	-1	-13
O=S(=O)(NCCSCc1ccc(Cl)cc1Cl)c1ccc2c(c1)OCCO2	1	98	0	104	-1	-1	101	-1	0.7	2	2
Clc1cccc(Cl)c1Cn1cnc2c(N3CCCCCC3)ncnc21	-3	97	-6	98	-1	-7	96	-10	1.3	2	25
Cc1ccc(-n2c(C)csc2=N)cc1	-31	103	3	101	-83	-9	103	-10	-0.4	2	4
O=C(COC(=O)CCc1c[nH]c2ccccc12)NCc1ccccc1	-11	108	-8	102	-13	-7	105	-4	0.6	-6	29
CCS(=O)(=O)n1nc(-c2ccc(Cl)cc2)nc1N	-9	100	-6	100	-2	-8	98	-17	0.0	-3	1
COc1ccc(C2=C/C(=C\c3cccc(OC(C)=O)c3)C(=O)O2)cc1	-12	98	-10	102	-5	-7	101	-14	-0.7	-3	-3
CCC(C)C(NC(=O)C(C)NC(=O)CNC(=O)OC(C)(C)C)C(N)=O (stereo unspecified)	-3	103	0	102	-1	-4	97	-4	-0.2	-1	0
NC(=O)C1=C[C@@H](c2csc3ccccc23)C[C@@H](OCCCCO)O1	-4	102	-1	100	1	-4	110	-2	2.8	-2	0
COc1ccc(C(=O)OCCNC(=O)c2ccncc2)cc1OC	0	98	-3	101	-6	-3	100	-2	0.5	-4	9

# Gathered by group, the entries above with an NH in an aromatic ring
smiles	Bcl-B Bim block	RGS4-Gao reg	Bim-Bcl-XL	RGS8-Gao	Mcl-1 Bim block	Bim-Bcl-2	RGS7-Gao	Bfl-1 Bim block	ABCB1 inh	Bim-Bcl-W	ABCG2 block
O=C(Nc1ccc(N2CCN(Cc3ccccc3)CC2)cc1)c1ncn[nH]1	-6	100	-4	100	-1	2	99	1	0.2	0	1
Cc1nc2c(Br)c3nc(C(F)(F)F)[nH]c3c(Br)c2[nH]1	-5	98	-6	102	0	-6	96	-10	0.3	2	1
CCCNC(=O)c1[nH]c(C)c(C(=O)OCC)c1C	-11	104	-7	103	-5	-4	103	-2	1.5	-4	16
COc1ccc(-c2[nH]ncc2-c2cscn2)c(O)c1	0	103	0	100	-4	-2	?	4	-0.8	0	0
O=C(COC(=O)CCc1c[nH]c2ccccc12)NCc1ccccc1	-11	108	-8	102	-13	-7	105	-4	0.6	-6	29

# Next section:
smiles	Bcl-B Bim block	RGS4-Gao reg	Bim-Bcl-XL	RGS8-Gao	Mcl-1 Bim block	Bim-Bcl-2	RGS7-Gao	Bfl-1 Bim block	ABCB1 inh	Bim-Bcl-W	ABCG2 block
c1cnn(-c2cc(N3CCOCC3)ncn2)c1	-3	117	-1	91	-1	0	115	-2	0.8	-3	4
N#CCc1nnc2n1-c1ccccc1CCC2	-2	100	-1	99	-1	0	100	0	0.7	0	3
COC(=O)C(CCSC)NC(=O)Cn1ncc2c(=O)oc3ccccc3c21 (stereo unspecified)	-5	105	-7	98	0	-7	103	-13	0.9	-1	7
CN(CC(=O)NC1CCCCC1)S(=O)(=O)c1cccc2nsnc12	-2	90	-1	95	-1	-3	91	0	1.1	0	4
COC(=O)c1[nH]c2ccc(C)cc2c1NC(=O)Oc1ccccc1	-4	103	4	101	0	-5	98	-8	0.4	2	4
CCOC(=O)C1C(=O)NC(N2CCOCC2)=NC1C(C)C (stereo unspecified)	-8	98	-12	100	-3	-8	101	-23	0.3	-3	2

# High-throughput results: PubChem, NMMLSC
